Screens from PubChem.
PKA-R1A act: activators of PKA-R1A holoenzyme, primary screen, biochemical, fluorescence polarization, Cy5-IP20, bovine R1A, mouse PKAc. 0.083% of 340,000 active. activation, % at 11.4 µM. cAMP-dependent protein kinase type I-alpha regulatory subunit (Bos taurus) + …. PKA-R1A dissociation; scaled: DMSO 0%, 113 µM cGMP 100%;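 active means percent activation above the mean of all tested compounds plus 3 SD, cut at about 19% in these data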;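 further: higher means more PKAc released from R1A so a rise in polarization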
SUMO Mot1 rescue: yeast Mot1-301 growth rescue at high temperature, primary screen, SUMOylation pathway inhibitor project, S. cerevisiae, ATP luminescence, 38.5C; 1% of 320,000 active; growth rescue, % at 18.8 µM; S. cerevisiae Mot1-301 growth rescue; percent above DMSO median, 100 means doubled;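 active means every valid replicate shows activation above 250% relative to neutral control wells; inactive means the rest, any valid replicate at or below 250%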;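 further: OY570 slx delta 5 strain wells were the positive control but not used for scaling; some compounds called inactive have numbers as strong as hits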
HTR5A ag: HTR5A agonists in luminescence cell assay, primary screen, counter-screen for OPRM1-OPRD1 heterodimer agonist project, full-deck HTS; cell-based; AID 504692, 2011; 0.61% of 340,000 active; 5-hydroxytryptamine receptor 5A (Homo sapiens), P47898; activation, % at 9.3 µM; in the data active means activation mostly above about 9.5%, no sharp cut-off; inactive means mostly below about 7.6%;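 further: 0% = cells with vehicle only and 100% = reference agonist; strong numbers were not always called active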
MOR-DOR ag: agonists of OPRM1-OPRD1 heterodimerization, primary screen, cell-based, luminescence. Mu-type opioid receptor (Homo sapiens) + Delta-type opioid receptor (Homo sapiens), …. cells. activation, % at 9.3 µM. 0.3% of 340,000 active. AID 504326, 2011; in the data active means activation above about 18%;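 further: 0% = vehicle-treated cells and 100% = reference agonist; values of inactives mirror those of a sister screen read the other way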
PfHsp90 set2: growth inhibition of PfHsp90-expressing yeast, primary screen, antimalarial PfHsp90 inhibitor project, S. cerevisiae, BacTiter-Glo luminescence, single point, set 2; BacTiter-Glo ATP, 48 h; yeast lacking PDR1 and PDR3 efflux regulators; inhibition, % at 9.4 µM; 0.32% of 310,000 active; AID 504621, 2011;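 active means every replicate shows inhibition above about 80%, whatever the replicate mean, limit read from the data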;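 further: 0% = DMSO neutral controls and 100% = 20 µM radicicol positive controls; yeast relying on Plasmodium falciparum Hsp90 in place of its own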
Pemphigus Ab inh: inhibitors of pemphigus antibody binding to DSG3, primary screen, biochemical, bead-based, flow cytometry, scFv-GFP; AID 588358, 2011; binding (percent of control), % at 10 µM; 0.48% of 310,000 active; DSG3-coupled beads, scFv-anti-DSG3-GFP binding; hits give low values;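 active means binding more than 3 SD below its plate's average and above zero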;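 further: hits lower antibody fragment binding to DSG3; some compounds called inactive have numbers as strong as hits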
Target sequence (P32926 whole entry, looked up, the tested form may be a part): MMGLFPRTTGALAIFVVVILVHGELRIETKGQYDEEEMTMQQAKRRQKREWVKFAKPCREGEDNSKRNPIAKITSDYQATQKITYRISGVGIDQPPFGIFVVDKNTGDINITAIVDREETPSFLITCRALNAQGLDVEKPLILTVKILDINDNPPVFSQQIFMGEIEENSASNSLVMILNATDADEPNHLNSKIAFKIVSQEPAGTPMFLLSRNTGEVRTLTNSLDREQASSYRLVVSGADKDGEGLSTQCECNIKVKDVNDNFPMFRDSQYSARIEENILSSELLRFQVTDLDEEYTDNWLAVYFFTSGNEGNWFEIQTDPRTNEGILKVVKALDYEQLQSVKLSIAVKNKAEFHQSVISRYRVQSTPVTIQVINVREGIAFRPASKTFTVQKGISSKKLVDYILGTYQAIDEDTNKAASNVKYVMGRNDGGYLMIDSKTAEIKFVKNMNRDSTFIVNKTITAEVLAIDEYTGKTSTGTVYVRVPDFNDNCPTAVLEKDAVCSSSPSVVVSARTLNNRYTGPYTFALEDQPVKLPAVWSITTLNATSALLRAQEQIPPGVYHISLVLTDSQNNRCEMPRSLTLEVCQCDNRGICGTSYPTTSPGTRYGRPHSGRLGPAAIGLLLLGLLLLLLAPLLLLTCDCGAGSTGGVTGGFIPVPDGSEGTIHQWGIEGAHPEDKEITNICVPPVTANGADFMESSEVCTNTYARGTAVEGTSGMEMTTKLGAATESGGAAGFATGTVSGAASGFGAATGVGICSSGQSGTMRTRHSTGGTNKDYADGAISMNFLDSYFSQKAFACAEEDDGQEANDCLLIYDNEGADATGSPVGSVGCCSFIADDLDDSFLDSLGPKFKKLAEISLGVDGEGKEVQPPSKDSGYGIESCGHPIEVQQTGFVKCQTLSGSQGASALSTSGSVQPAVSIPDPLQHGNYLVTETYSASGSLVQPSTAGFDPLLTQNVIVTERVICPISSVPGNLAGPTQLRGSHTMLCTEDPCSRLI
phage Ecoli inh: growth loss of phage-infected E. coli, primary screen, RecBCD inhibitor project, absorbance, with phage, HTS; inhibition, % at 11.9 µM; 0.26% of 360,000 active; AID 651602, 2012; in the data active means inhibition above about 11%
E coli growth: E. coli V3065 growth inhibition, primary screen, counter-screen for AddAB inhibitor project, absorbance, OD600; 18 h; inhibition, % at 11.9 µM; 0.27% of 330,000 active; AID 449728, 2010;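 active means inhibition above the campaign's mean inhibition across all tested compounds plus 3 SD, cut at about 9.9% in these data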;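 further: uninfected addAB+ strain grown without phage in ampicillin broth; 0% = DMSO wells and 100% = ciprofloxacin 0.95 µg/ml wells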
MOR-DOR inv ag: inverse agonists of MOR-DOR heterodimerization, primary screen, cell-based, luminescence | Mu-type opioid receptor (Homo sapiens) + Delta-type opioid receptor (Homo sapiens), … | cell-based MOR-DOR heterodimer luminescence, inverse agonism | inhibition, % at 9.3 µM | 0.21% of 340,000 active | AID 504357, 2011; in the data active means inhibition above about 22%, passing the limit was not always enough;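 further: 0% = cells with DMSO and 100% = wells without cells with DMSO; values of inactives mirror those of a sister screen read the other way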
HTR5A inv ag: HTR5A inverse agonists in luminescence cell assay, primary screen, counter-screen for OPRM1-OPRD1 heterodimer inverse agonist project, full-deck HTS; HTR5A cell line, inverse agonism; inhibition, % at 9.3 µM; 0.083% of 340,000 active; AID 504634, 2011; in the data active means inhibition mostly above about 23%, no sharp cut-off; inactive means mostly below about 18%;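 further: 0% = cells with DMSO and 100% = no-cell wells with DMSO; some compounds called inactive have numbers as strong as hits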
AddAB inh: growth inhibition of E. coli expressing H. pylori AddAB, primary screen, AddAB inhibitor project, absorbance; AID 435030, 2010; 0.29% of 330,000 active; inhibition, % at 11.9 µM; in the data active means inhibition above about 12%;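 further: 0% = vehicle wells of infected cells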
The depositor's hits bear a star; i = inactive; / = no result given.

Molecule	Pemphigus Ab inh	E coli growth	HTR5A ag	phage Ecoli inh	SUMO Mot1 rescue	MOR-DOR ag	PKA-R1A act	AddAB inh	PfHsp90 set2	HTR5A inv ag	MOR-DOR inv ag
CCOc1cccc(C(=O)Nc2cccc(-c3nnc(-c4ccc(C)cc4)o3)c2)c1	126.8	-0.3	4.4	0.2	18.0	0.0	8.0	3.8	-6.3	-2.6	0.1
CC(C)CCNC(=O)CCc1nnc(COc2ccccc2)o1	89.3	/	5.4	4.9	/	-0.3	-0.6	/	27.1	6.5	2.1
COc1ccc(/C=C/C(=O)Nc2ccc(N3CCOCC3)cc2)cc1	110.5	-0.7	0.4	3.2	-13.5	0.5	7.7	-1.4	18.7	-9.6	-2.3
CCn1c(C)cc(/C=C2/SC(=O)N(C(C)C(=O)OC)C2=O)c1C (stereo not given)	/	0.7	-4.9	-0.5	-10.4	-1.7	-4.2	1.1	-13.0	-0.8	8.4
CC(C)NS(=O)(=O)c1ccc(NC(=O)C(C)OC(=O)CCC(=O)c2cccs2)cc1 (stereo not given)	98.0	0.2	4.0	-0.4	5.1	-2.0	-4.5	3.2	/	-1.7	7.9
CCOc1ccc(Nc2nc3ccccc3c(=O)s2)cc1	84.8	-1.3	-0.6	-0.5	-2.9	-1.0	-11.2	-1.3	14.1	1.7	5.2
CN(Cc1nc(-c2ccccn2)no1)S(=O)(=O)c1ccccc1	111.8	-1.6	2.1	0.0	7.4	-2.1	-9.5	3.1	17.7	20.2	8.8
Cn1ncc([N+](=O)[O-])c1C(=O)N1CCOCC1	100.0	-2.0	2.7	2.4	7.8	-1.6	-11.9	-1.7	/	0.9	9.2
CC(C)(C)S(=O)(=O)c1cnc(-c2cnccn2)nc1N	101.0	1.6	/	2.1	1.5	/	/	5.2	10.1	/	/
c1ccc([C@H]2CNCCN2CCc2cccc3ccccc23)cc1	109.5	0.7	3.8	3.5	5.7	7.1	-0.9	-1.6	12.2	-9.2	-38.5
O=C(CSc1nnc(Cn2c(=O)sc3ccccc32)n1CCc1ccccc1)N1CCCC1	112.8	4.3	-3.1	3.5	-2.9	-2.5	6.1	2.1	/	8.4	12.8
O=C(C1CCN(S(=O)(=O)c2ccc(Br)cc2)CC1)N1CCOCC1	111.5	-0.2	-0.4	-0.9	-2.7	-0.3	2.2	0.5	25.6	1.1	1.1
CC(C)(C)c1ccc(C(=O)N2CCC(C(=O)NC3CCCCCC3)CC2)cc1	/	0.9	1.5	-1.4	-7.2	0.3	-8.1	2.3	-14.0	-4.0	-2.4
COc1ccc(N2CCN(C(=O)C3CCN(S(=O)(=O)c4ccccc4)CC3)CC2)cc1	95.8	1.0	-1.8	3.1	23.0	0.0	-4.0	3.0	12.7	6.6	-0.1
O=C(CCC(=O)N1CCCC1)Nc1nnc(C2CCCCC2)s1	100.3	-1.9	-1.6	3.5	-12.0	-1.0	-3.6	-1.1	-13.2	6.6	5.6
Cc1ccnc(N2CCCC(C(=O)Nc3cc(F)ccc3C)C2)n1 (stereo not given)	98.0	-1.2	3.7	2.3	12.6	-1.9	4.4	0.8	-6.2	3.5	10.1
COc1ccccc1NC(=O)c1sc2ncn(CC(=O)N3CCC(C)CC3)c(=O)c2c1C	/	1.6	2.5	-0.4	-2.5	0.0	-7.8	2.7	-4.7	-1.2	-0.1
CCN(CC(=O)NC(C)C)C(=O)c1ccc(S(=O)(=O)N(C)c2ccccc2OC)cc1	101.0	-1.3	2.9	-1.2	-17.2	-0.2	-9.0	-0.9	14.7	3.8	0.9
CCCCNC(=O)Nc1ccon1	105.4	-1.8	-2.5	-0.2	-15.1	-1.3	5.4	-1.4	2.3	2.0	7.4
NNc1ccc(Cl)c(C(=O)O)c1	98.1	-2.1	1.5	-0.8	-27.1	-3.6	5.9	0.7	1.9	-10.2	19.1
C=CC[C@]12CCc3sccc3C1N(c1ccc(C(=O)OCC)cc1)C2=O (stereo not given in full)	98.8	1.5	1.9	3.0	0.1	-0.6	-5.3	0.2	-5.6	-1.9	3.6
CSC1=NCCN1C(=O)Cc1cccc2ccccc12	96.5	1.3	-0.1	-0.1	13.3	-2.1	-2.8	-2.7	5.3	0.2	10.4
N#Cc1ccccc1Sc1ccccc1C(=O)OCC(=O)NC1CCCCC1	104.1	-0.2	0.5	4.1	-3.7	-1.2	-6.7	4.2	-4.3	-2.7	5.4
CC(C)(C)c1ccc(N2C(=N)SCC2=O)cc1	109.3	-0.2	1.3	4.0	-7.8	-3.1	-17.2	-3.2	9.2	11.2	15.5
COc1ccc(S(=O)(=O)N(C(C)=O)c2ccc3oc(=O)sc3c2)cc1	99.1	-0.4	2.0	0.9	-15.0	0.3	5.6	3.0	27.3	-5.1	-1.6
O=C(CCC(=O)Nc1ccc(F)cc1)N/N=C/c1cccc(Br)c1	100.3	-3.7	-1.8	0.8	24.5	-2.2	-0.4	0.7	13.9	6.9	10.2
CCOC(=O)N1CCC(NC(=O)c2cc3c(=O)n(C)c4ccccc4c3n2C)CC1	109.2	-2.8	-2.2	3.6	-2.6	-3.1	3.1	2.4	-13.0	5.7	15.6
COc1ccc2[nH]c3c(c2c1)CCN1C(=O)C(CC(=O)NC/C=C(\C)CCC=C(C)C)C[C@H](C(=O)N2CCOCC2)[C@@]31CCC1CCCC1 (stereo not given in full)	106.1	1.6	-0.4	0.1	/	-2.6	-1.2	0.9	-1.2	1.2	12.9
COc1ccc(N2CCN(S(=O)(=O)c3ccc4c(c3)OCCO4)CC2)cc1	118.3	-0.6	1.9	0.1	56.7	6.9	-3.4	-0.7	/	-5.2	-33.7
COC(=O)CCN(C(=O)c1cccc(OC(C)=O)c1)c1ccccn1	96.3	-0.7	-3.9	0.9	-1.8	-2.4	-3.4	0.3	-0.5	-11.5	13.1

Additional results follow:
Molecule	Pemphigus Ab inh	E coli growth	HTR5A ag	phage Ecoli inh	SUMO Mot1 rescue	MOR-DOR ag	PKA-R1A act	AddAB inh	PfHsp90 set2	HTR5A inv ag	MOR-DOR inv ag
Cn1c(=O)[nH]c(=O)c2c1nc(N1CCCCC1)n2C/C=N/Nc1ccc(C(=O)O)cc1	103.8	0.6	1.4	5.6	i	-1.1	-7.4	1.4	-20.4	-4.1	6.2
CCC[N+]1(CC#CCC(c2ccccc2)c2ccccc2)CCCCC1	110.6	-1.2	-2.2	0.1	1.6	0.9	-12.0	-2.9	-1.8	7.8	-3.9
C/C(=N/OC(=O)c1ccc(C)cc1)c1ccc(N2C(=O)C3CCCCC3C2=O)cc1 (stereo not given)	102.6	1.2	1.7	0.6	-5.1	-1.7	-2.2	1.2	-2.1	-18.6	9.7
COc1ccc(-c2noc(N3CCC(C(=O)NCCCN4CC(C)CC(C)C4)CC3)n2)cc1 (stereo not given)	98.5	-0.6	3.3	1.3	6.4	0.1	-15.1	0.8	-17.0	-13.5	-0.3
O=C(c1ccccc1)c1nn(-c2ccccc2)c2nnc(Cc3ccccc3)c(=O)n12	117.8	0.2	2.1	0.5	-15.2	-2.9	6.1	4.6	/	-5.5	14.2
Cc1cc(C(=O)N/N=C2\CCCC(=O)C2)c(C)n1-c1ccccc1	100.1	-1.9	1.4	1.5	-6.3	-1.3	-4.7	0.2	27.1	-19.6	7.9
COC(=O)CCSC(=S)N1CCOCC1	109.5	0.8	2.0	-0.1	-0.9	0.7	3.4	2.1	-6.8	12.8	-3.4
O=C(Nc1ccccc1C(=O)N1CCCC1)C1CCN(c2ncccn2)CC1	100.6	-2.7	-2.1	1.4	-7.0	0.2	1.8	-2.6	/	10.3	-1.0
CCn1cnc2cc(NS(=O)(=O)c3ccc(C)cc3)ccc21	96.0	-0.9	0.2	1.6	-1.5	-3.6	3.7	-3.5	/	7.2	18.4
O=C(Cn1cc[n+](CC(=O)c2ccc(Cl)cc2Cl)c1)c1ccc(Cl)cc1Cl	109.5	-3.2	/	-2.7	-7.9	/	/	-0.9	/	/	/
COc1ccc(NC(=O)COC(=O)C2CCN(C(=O)c3ccc(Cl)cc3)CC2)c([N+](=O)[O-])c1	93.3	-1.9	1.3	1.3	12.3	-1.5	5.1	-0.3	-39.8	-5.2	7.5
COc1cc(C(C)=O)ccc1OCC(=O)Nc1cc(S(=O)(=O)N2CCOCC2)ccc1N1CCCC1	/	/	0.4	3.0	/	-0.7	4.3	/	0.6	-1.0	2.9
Cc1cc(-c2nc3ncccc3o2)ccc1NC(=S)NC(=O)C(C)C	53.8*	2.6	4.0	2.7	-0.5	-2.5	1.9	1.9	-3.2	-10.3	13.0
CCOC(=O)N1CCC(N2Cc3cccc(C(=O)N4CC(C)CC(C)C4)c3C2=O)CC1 (stereo not given)	99.6	0.2	-3.1	4.1	-1.8	0.5	7.0	2.0	32.0	10.5	-3.1
CC(=O)Nc1cc(C(F)(F)F)ccc1OCC1CCCO1 (stereo not given)	106.3	0.6	-7.1	-0.6	0.5	-3.6	-2.5	3.9	17.4	16.9	15.0
O=C(N/N=C/c1ccco1)C1(O)c2ccccc2-c2ccccc21	104.0	1.8	/	1.5	-2.3	/	/	1.3	/	/	/

Rows were taken by chance (roughly 3.2% active in at least one column).
